Screening data deposited in PubChem BioAssay by The Scripps Research Institute Molecular Screening Center.
GPR151 activ = activators of human GPR151; activation, % at 11.2 µM; PathHunter beta-arrestin GPR151 cells, luminescence; Q8TDV0; hit rate 1% among 650,000; in the data active means activation above about 4.9%;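 further: 0% = median of compound wells and 100% = cells with positive control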
Target sequence (Q8TDV0 whole entry, looked up): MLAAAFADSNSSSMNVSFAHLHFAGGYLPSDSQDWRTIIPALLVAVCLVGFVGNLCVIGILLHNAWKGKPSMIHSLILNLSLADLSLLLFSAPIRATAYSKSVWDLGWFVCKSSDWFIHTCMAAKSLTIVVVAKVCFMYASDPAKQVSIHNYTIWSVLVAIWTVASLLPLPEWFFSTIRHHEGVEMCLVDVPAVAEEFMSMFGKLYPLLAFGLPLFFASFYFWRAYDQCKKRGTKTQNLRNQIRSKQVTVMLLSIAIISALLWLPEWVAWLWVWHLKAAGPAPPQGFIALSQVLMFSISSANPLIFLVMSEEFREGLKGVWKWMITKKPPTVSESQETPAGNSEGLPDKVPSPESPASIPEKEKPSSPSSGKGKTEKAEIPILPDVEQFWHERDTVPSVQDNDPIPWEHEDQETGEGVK
MITF inh = blocks human microphthalmia-associated transcription factor | hit rate 0.91% among 650,000 | O75030 | AlphaScreen MITF homodimerization, bead proximity signal | inhibition, % at 2.6 µM; in the data active means inhibition above about 50%;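 further: 0% = vehicle wells with protein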
Target sequence (O75030 whole entry, looked up): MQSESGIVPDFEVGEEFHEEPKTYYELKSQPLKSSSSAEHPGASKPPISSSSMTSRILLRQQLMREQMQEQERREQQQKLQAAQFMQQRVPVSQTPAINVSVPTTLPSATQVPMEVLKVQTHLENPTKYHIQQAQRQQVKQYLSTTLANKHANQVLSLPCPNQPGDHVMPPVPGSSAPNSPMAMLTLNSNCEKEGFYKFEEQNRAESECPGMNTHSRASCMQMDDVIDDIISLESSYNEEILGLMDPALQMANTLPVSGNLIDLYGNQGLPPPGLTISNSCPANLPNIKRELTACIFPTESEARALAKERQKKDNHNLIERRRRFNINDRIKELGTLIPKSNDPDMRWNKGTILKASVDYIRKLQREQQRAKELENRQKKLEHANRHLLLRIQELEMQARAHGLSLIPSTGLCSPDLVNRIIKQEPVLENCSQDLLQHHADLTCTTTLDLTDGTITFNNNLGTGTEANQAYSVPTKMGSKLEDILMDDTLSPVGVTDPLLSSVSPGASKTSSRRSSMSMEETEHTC
TEAD-YAP inh = TEAD-YAP interaction inhibition; inhibition, % at 9.12 µM; HEK-TIYL cells, TEAD-Gal4/YAP UAS-luciferase luminescence; hit rate 1.4% among 640,000; in the data active means inhibition above about 32%;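 further: 0% = median of test compound wells and 100% = reference inhibitor wells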
FBW7 act = human FBW7 E3 ligase activation, primary screen. normalized activity (activation), % at 26.1 µM. hit rate 0.13% among 650,000. Q969H0. AlphaScreen FBW7–phospho-cyclin E peptide binding, activator screen; in the data active means normalized activity above about 1.9%;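 further: purified mutant Fbw7 with reduced substrate affinity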
* = called active by the depositor. Not a hit list. About 3.4% of those tested had a hit in this group.

Each structure is followed by: GPR151 activ | MITF inh | TEAD-YAP inh | FBW7 act
Cc1ccc2c(c1)cc(C)c1nn(CC(=O)NCC3COc4ccccc4O3)c(=O)n12 (centres undefined)
  -1.0 | 5 | -2 | 0.7
C/C(=N\N=C(/N)SC1CC(=O)N(c2cccc(Cl)c2)C1=O)c1cccs1 (centres undefined)
  2.1 | -2 | -2 | -0.1
Clc1cccc(OCCn2ccnc2)c1
  -0.5 | -7 | 5 | 0.9
COCCNC(=O)c1nnc(Cc2ccc(F)cc2Cl)o1
  -0.4 | 8 | -6 | 0.0
Cc1cnc(C(=O)N[C@@H](Cn2nc(-c3cccs3)ccc2=O)C(C)C)cn1
  0.0 | -3 | 2 | -0.2
Nc1nnc(SCC(=O)OCC(=O)Nc2ncc(Cl)cc2Cl)s1
  0.7 | -5 | -5 | -0.1
O=c1[nH]c2ccccc2nc1C(F)(F)C(F)(F)C(F)(F)C(F)F
  5.5* | -7 | 14 | 0.0
Cc1ccccc1C(NC1CCN(c2ccc(C(=O)N(C)C)cc2)CC1)c1ccncc1 (centres undefined)
  0.1 | 9 | 7 | 0.3
CC(=O)Nc1ccc(OC(=O)c2cc3ccccc3oc2=O)cc1
  0.5 | -14 | -1 | 0.0
COc1ccc(CNC(=O)C(=O)c2c(C)[nH]c3ccccc23)cc1
  0.8 | -3 | -1 | -0.1
CC(=O)Nc1nc(SCC(=O)NC2CCCCC2)[nH]c(=O)c1NC(=O)c1cccs1
  -0.3 | 14 | 6 | 0.9
COc1ccc(/C(O)=C2\C(=O)C(=O)N(CCCN3CCOCC3)C2c2ccc(Br)cc2)cc1 (centres undefined)
  0.2 | 9 | 4 | 0.1
COc1ccccc1N1CCN(C2CC(=O)N(C)C2=O)CC1 (centres undefined)
  -0.8 | 7 | 5 | 0.3
CNC(=O)c1ccccc1Nc1cc(Nc2ccc(OC3CCN(C)CC3)cc2OC)ncc1C(F)(F)F
  0.3 | 14 | 74* | 0.0
Fc1ccc(-c2cnc3n2CCOC3)cc1
  0.3 | -8 | 1 | 0.3

Profiles as entered above. Order of screens: GPR151 activ, MITF inh, TEAD-YAP inh, FBW7 act
O=c1[nH]c2ccccc2nc1C(F)(F)C(F)(F)C(F)(F)C(F)F across the screens: 5.5*, -7, 14, 0.0
Cc1cnc(C(=O)N[C@@H](Cn2nc(-c3cccs3)ccc2=O)C(C)C)cn1 across the screens: 0.0, -3, 2, -0.2
COCCNC(=O)c1nnc(Cc2ccc(F)cc2Cl)o1 across the screens: -0.4, 8, -6, 0.0
Cc1ccc2c(c1)cc(C)c1nn(CC(=O)NCC3COc4ccccc4O3)c(=O)n12 (centres undefined) across the screens: -1.0, 5, -2, 0.7
CC(=O)Nc1nc(SCC(=O)NC2CCCCC2)[nH]c(=O)c1NC(=O)c1cccs1 across the screens: -0.3, 14, 6, 0.9

(next part)
Each structure is followed by: GPR151 activ | MITF inh | TEAD-YAP inh | FBW7 act
CC(C)c1ccccc1OCCCCNCCO
  2.6 | 10 | 8 | -0.1
O=Cc1ccc(OCc2cccc([N+](=O)[O-])c2)c(Cl)c1
  -3.0 | -1 | -47 | 0.6
N#Cc1ccc(NC(=O)COC(=O)c2cccc(S(=O)(=O)N3CCCC3)c2)cc1
  -0.6 | 14 | 3 | 0.0
NC(=O)c1c(NC(=O)CCl)sc2c1CCC2
  -0.5 | 5 | 61* | -0.2
COc1ccccc1N1CCN(S(=O)(=O)c2ccc(F)c(C(=O)Nc3cc(Cl)ccc3Cl)c2)CC1
  -1.0 | 12 | -5 | -0.1
COc1ccc(-c2nc3ccccc3c(C(=O)NCCN3CCOCC3)c2C)cc1
  -0.7 | 10 | 6 | 0.2
Cc1ccc(C(=O)OCCOC(=O)c2ccc(C)cc2)cc1
  2.1 | -2 | 1 | 0.0
CCN1/C(=C2\C(=O)N(c3ccccc3)C(=S)N2c2ccccc2)C=Cc2ccccc21
  0.8 | 19 | -14 | 0.2
CCCN(CCC)C(=O)CSc1nc2c(sc(=S)n2-c2ccc(OCC)cc2)c(=O)[nH]1
  -1.0 | -8 | 2 | -0.1
CCOc1ccc(NS(=O)(=O)c2ccc(CN3C(=O)c4cccnc4C3=O)cc2)cc1
  0.6 | 5 | -3 | -0.1
COc1ccccc1-c1nnc(NC(=O)CSc2ccc(C)cc2)o1
  1.4 | 1 | 0 | -0.5
Cc1cccc(-n2nc3c(c2NC(=O)c2ccc(C(C)(C)C)cc2)CSC3)c1
  -0.8 | 2 | 1 | -0.1
C[C@@H](Cn1nnc2ccccc21)NC(=O)c1cccnc1
  4.1 | -7 | 0 | 0.2
CCOC(=O)c1cc2c(=O)n3ccccc3nc2n(Cc2ccco2)c1=NC(=O)c1cccc(Cl)c1
  -0.7 | 8 | 3 | -0.1
COc1ccc(CNC(=O)CS(=O)(=O)Cc2nc(-c3ccc(C)cc3)oc2C)cc1
  -0.7 | 9 | 1 | 0.0
CCn1c2ccccc2c2nnc(N3CCC(C(N)=O)CC3)nc21
  -0.8 | 3 | -1 | 0.2
CCN1CCN(C(c2cccs2)C(C)NC(=O)c2ccc(OC)c(OC)c2)CC1 (centres undefined)
  -0.6 | 1 | -4 | 0.1
CN(C(=O)C1CC(Cc2ccc(F)cc2)=NO1)C1CCOC1 (centres undefined)
  -0.6 | 3 | 0 | 0.1
CCN(CC)c1ccc(-c2c(C#N)c(N)nc(OC)c2C#N)cc1
  0.2 | -4 | -2 | -0.1
CCOC(=O)Cn1c(=O)c2c(nc3n(C)c(C)cn23)n(C)c1=O
  -0.8 | -12 | 14 | 0.1
CCOCCCNc1ncnc2c1cnn2C
  -0.2 | -14 | 1 | 1.9*
COc1ccccc1-c1nc(-c2cccnc2)no1
  -7.5 | -5 | -48 | -0.1
CC(=O)c1ccc(NC(=O)CN2CCN(c3cccc(Cl)c3)CC2)cc1
  -1.1 | -8 | 1 | 0.1
CCNC1CCN(c2cccc(NC(=O)C3CC3)c2)CC1
  -1.0 | -8 | 4 | -0.1
CCCOC(=O)c1ccc(NC(=O)c2ccc3c(c2)OCCO3)cc1
  -1.1 | -2 | 41* | -0.1
NC1=NC(=O)/C(=C/c2ccc(N3CCOCC3)cc2)S1
  -0.3 | -8 | -34 | -0.3
CN1CCN(Cc2c(O)ccc3c(=O)c(-c4cccc(Cl)c4)c(C(F)(F)F)oc23)CC1
  0.6 | 13 | 0 | 1.0
Cc1cc(SCC(=O)N/N=C/c2ccc(O)cc2O)nc2ccccc12
  0.3 | -4 | 1 | -1.6
Cc1ccccc1C(=O)Nc1sc2c(c1C(=O)NC(C)c1ccccc1)CCC(C)C2 (centres undefined)
  -1.1 | 6 | 5 | 0.2
C#CCN1C(=O)S/C(=C/c2cc(OC)c(OC)c(OC)c2)C1=O
  -1.2 | 3 | -7 | 0.6
CCOc1ccc(NC(=O)/C=C/c2cccs2)cc1
  -0.7 | -4 | -52 | -0.1
CC(CCc1ccccc1)NCc1c(C(=O)O)n(Cc2ccccc2F)c2ccccc12 (centres undefined)
  0.5 | 11 | 18 | 0.2
Cc1cccc(-c2noc(CN(C(=O)c3ccco3)C(C)C)n2)c1
  1.4 | 20 | 5 | 0.8
c1ccc(-n2ncc3c(NCc4ccccn4)ncnc32)cc1
  -0.7 | 13 | -21 | 0.1
CCCNc1nc(N2CCCC(C(=O)N(CC)CC)C2)nc2nc[nH]c12 (centres undefined)
  0.9 | 8 | 2 | 0.1
COC(=O)C(Sc1cc2c(cc1O)OCO2)(C(F)(F)F)C(F)(F)F
  5.3* | 5 | 3 | -0.3
O=C(c1ccccc1)N1CCN(C2CC(=O)N(c3ccc(F)cc3)C2=O)CC1 (centres undefined)
  -1.1 | 18 | -6 | 0.3
Nc1nnc(SCCOc2ccc(Br)cc2)s1
  -1.0 | -6 | -33 | 0.2
Cc1ccsc1[C@@H]1C[C@H]2CN(C3CCCC3)C(=O)[C@]23CCCN13
  -0.6 | 12 | 1 | -0.1
O=C(Nc1ccc(Br)cn1)c1ccc(Cl)cc1Cl
  -2.4 | 11 | 3 | 0.1
CC1CCCCC1NC(=O)c1ccc2c(=O)n(Cc3ccco3)c(=S)[nH]c2c1 (centres undefined)
  -0.9 | 5 | 6 | 0.2
O=C(CCC(=O)Nc1ccccc1)NNC(=O)c1ccc(Cl)cc1Cl
  -0.7 | 6 | 2 | -0.1
COc1cc(/C=C2\SC(=Nc3ccccc3)N(c3ccccc3)C2=O)cc(Br)c1OCC#N
  -0.6 | 18 | 0 | 0.6
O=C(NC1CC1)c1ccnc(Nc2ccc3ncccc3c2)c1
  1.0 | -1 | -20 | 0.1
CCOC(=O)c1[nH]c(C2NCCc3cc(OC)c(OC)cc32)c(Br)c1C (centres undefined)
  -0.3 | 10 | 14 | -0.1
CCCCC(CCC(=O)Nc1cc([N+](=O)[O-])ccc1O)C(=O)O (centres undefined)
  0.8 | 9 | 0 | 0.5
CC(=O)c1[nH]c(C)c(C(=O)Nc2ccc(C)cc2Br)c1C
  -0.6 | -2 | -12 | 0.3
COc1ccc(S(=O)(=O)N2CCc3ccccc32)cc1C(=O)Nc1nc2ccccc2[nH]1
  -1.1 | 8 | 4 | 0.1
Cc1nccn1CCC1CCCCN1C(=O)Cn1nnnc1CN1CCC(C)CC1 (centres undefined)
  0.4 | 9 | 8 | 0.0
O=[N+]([O-])c1cc(/C=N/Nc2nc(Nc3ccccc3)nc(Nc3ccccc3)n2)ccc1O
  -0.3 | 4 | 1 | -0.2
CC(C)(C)c1ccc(OCC(O)CNC2CCCC2)cc1 (centres undefined)
  12* | -7 | -2 | 0.1
COc1cccc(CN2CCNC(=O)C2CC(=O)N(C)C2CCOCC2)c1OC (centres undefined)
  0.4 | 6 | 0 | -0.1
COc1ccc(C(=O)Nc2c(N)nc(SC(C(C)=O)C(C)=O)[nH]c2=O)cc1OC
  1.5 | -9 | 10 | -0.2
CCOc1cccc(/C=N/NC(=O)CCn2nnc3ccccc32)c1O
  2.8 | -6 | 12 | -0.1
Nc1ccccc1C(=O)Cc1ccccc1
  -0.8 | -24 | -21 | 0.1
O=C(CN1CCc2nc(N3CCCC3)[nH]c(=O)c2C1)NC1CC1
  0.5 | 11 | 4 | 0.0
O=C(Cc1ccccc1)N1CCC(O)(c2cccnc2)CC1
  -0.5 | 5 | 10 | 0.7
Cc1cc(NC(=O)CN(C2=NC3CS(=O)(=O)CC3S2)c2ccc(F)cc2)n[nH]1 (centres undefined)
  -0.8 | -2 | 7 | -1.0
CC(C)c1ccc(NC(=O)CSc2ccc(Sc3ccc(SCC(=O)Nc4ccc(C(C)C)cc4)cc3)cc2)cc1
  -0.8 | 6 | 9 | 0.2
C=C(C)c1cccc(C(C)(C)NC(=O)N2CCC(C(=O)OCC)CC2)c1
  4.7 | 0 | 0 | -0.3

Next records:
Each structure is followed by: GPR151 activ | MITF inh | TEAD-YAP inh | FBW7 act
CC(=O)Nc1cccc(-c2cnc(N)c(N3CCN(C)CC3)n2)c1
  0.5 | 2 | -7 | -0.1
CCC(CC)C(=O)NNC(=O)COc1ccc(Cl)cc1
  0.9 | -16 | -8 | -0.1
CC(=O)c1ccc(NC(=O)c2cnn3ccccc23)cc1
  -5.4 | 3 | 91* | -0.1
O=C(NC(=S)N1CCCc2ccccc21)C1CC1
  1.2 | 0 | 3 | -0.1
Cc1ccc(-c2csc(/C(C#N)=C/c3ccc(Br)cc3)n2)cc1
  1.3 | 5 | -2 | -0.1
CCOc1ccc(NS(=O)(=O)c2c(C)cc(C)cc2C)cc1
  -0.1 | -4 | -2 | 0.0
CN(c1ccc(Cl)cc1)S(=O)(=O)c1cccc(C(=O)Nc2ccccc2)c1
  0.6 | 5 | -4 | 0.0
Brc1cccc(-c2nnc3n2CCC3)c1
  1.2 | -11 | 3 | -0.1
CCC(C(=O)Nc1ccc(S(=O)(=O)N2CCOCC2)cc1)c1ccccc1 (centres undefined)
  2.1 | -8 | 1 | -0.1
CCOc1ccc(S(=O)(=O)NCCSC(C)(C)C)cc1
  0.2 | -11 | 4 | -0.2
CC(=O)c1cccc(NC(=S)NC2CC2)c1
  0.1 | 10 | -9 | 0.0
COc1cc(S(=O)(=O)N(Cc2ccccc2)CC2CCCO2)ccc1-n1cnnn1 (centres undefined)
  -1.0 | 3 | -3 | 0.1
COC(=O)c1ccc(N2C(=O)c3ccc(C(=O)Nc4cccc(C)c4)cc3C2=O)cc1
  -0.9 | 8 | -40 | 0.1
O=C(OCc1ccccc1)c1ccc2c(c1)S(=O)(=O)c1ccccc1C2=O
  -1.5 | -71 | 4 | 0.1
Cc1[nH]nc(Nc2ccc(C3CCCCC3)cc2)c1[N+](=O)[O-]
  0.4 | 1 | -50 | -0.2

An excerpt from above in order of molar mass, smallest number first:
Each structure is followed by: GPR151 activ | MITF inh | TEAD-YAP inh | FBW7 act
CCC(CC)C(=O)NNC(=O)COc1ccc(Cl)cc1
  0.9 | -16 | -8 | -0.1
CCOc1ccc(NS(=O)(=O)c2c(C)cc(C)cc2C)cc1
  -0.1 | -4 | -2 | 0.0
CC(=O)Nc1cccc(-c2cnc(N)c(N3CCN(C)CC3)n2)c1
  0.5 | 2 | -7 | -0.1
COC(=O)c1ccc(N2C(=O)c3ccc(C(=O)Nc4cccc(C)c4)cc3C2=O)cc1
  -0.9 | 8 | -40 | 0.1

Additional compounds follow.
Each structure is followed by: GPR151 activ | MITF inh | TEAD-YAP inh | FBW7 act
CCC(=O)N1CCN(c2ccccc2NC(=O)COc2ccc([N+](=O)[O-])cc2)CC1
  -1.1 | 16 | 10 | 0.3
COc1ccccc1C(=O)Nn1c(=S)[nH]c2ncccc2c1=O
  -0.2 | 9 | -8 | 0.9
Cc1cccc(Cn2c(=O)c3c(nc4oc(C)c(C)n43)n(C)c2=O)c1
  0.2 | 5 | 1 | 0.4
COc1ccc(NC(=O)CN2C(=O)C(c3ccccc3)=NC23CCC(C)CC3)cc1 (centres undefined)
  1.9 | 11 | 1 | 0.0
CCCNC(=O)c1csc(Nc2ccccn2)n1
  1.8 | -2 | -14 | 0.0
